IL1B NFkB pot = enhances IL-1B driven NFkB nuclear translocation | HUVEC IL-1B NFkB p65 nuclear translocation imaging | activation, % at 2 µM | actives 0.3% (n = 94,000) | AID 819;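 active = activation above 40%, about the mean plus 3 SD, also judged a hit on visual image review; inconclusive = activation above 40% but not a hit on visual review; inactive = activation not above 40% and no visual hit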;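 note: percent activation is computed from the nuclear over cytoplasmic p65 intensity ratio; values of inactives mirror those of a sister screen read the other way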
Bcl-B TR3 displacers = displacers of TR3 peptide from Bcl-B, primary screen, selectivity assay for Bfl-1 inhibitor project, biochemical, fluorescence polarization. FP displacement of FITC-TR3 peptide from Bcl-B; higher % means a stronger effect. displacement, % at 20 µM; hits with a dose series show IC50 in µM. actives 0.11% (n = 96,000). AID 748;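 active = displacement above 50% at 20 µM plus a fluorescence interference ratio under 1.5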;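 note: plate controls were wells without compound for no effect and wells lacking Bcl-B protein for full effect; a part of the inactive calls stands beside numbers as strong as those of hits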
IL1B NFkB inh = blocks IL-1B driven NFkB nuclear translocation in HUVEC cells | inhibition, % at 2 µM | HUVEC IL-1B NFkB p65 nuclear translocation imaging | actives 0.43% (n = 94,000);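 active = inhibition above about 30% together with a positive call from visual inspection of the well image, limit read from the data; inconclusive = inhibition above a set limit but visual check negative; inactive = inhibition not above a set limit, visual check negative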;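 note: nuclear over cytoplasmic p65 intensity ratio measured by imaging; 0% = IL-1B stimulated DMSO wells and 100% = unstimulated DMSO wells; values of inactives mirror those of a sister screen read the other way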
PLAP inhibition = PLAP enzyme inhibitors, biochemical, luminescence, HTS (AID 690) | purified PLAP, luminescent substrate; higher % means a stronger effect | inhibition, % at 20 µM; hits with a dose series show IC50 in µM | actives 0.08% (n = 96,000); in the data active = a potency from the dose series; inactive = the rest, 99 in 100 with inhibition below about 30%; note: strong numbers were not always called active
MRP resist rev = compounds reversing MRP-mediated drug resistance; actives 0.04% (n = 85,000); H69AR cells + 2 uM doxorubicin, CellTiter-Glo, 72 h; AID 602; differential viability (reversal), % at 10 µM;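 active = viability drop by adding the cancer drug above about 55%, with treated viability meeting a 40% cutoff, limit read from the data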;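 note: viability without doxorubicin minus viability with 2 µM doxorubicin for each compound; larger differential means the compound sensitizes cells more to doxorubicin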
MRP resist rev cytotoxicity = further read-out of MRP resist rev, marked with its call; viability, %; H69AR cells, CellTiter-Glo, 72 h; measured here: cytotoxicity without doxorubicin
MRP resist rev with doxorubicin = recorded beside MRP resist rev, whose call it bears; viability, %; measured here: viability with 2 uM doxorubicin; active compounds read low
IL1B NFkB inh cell count 2 µM = second read-out of IL1B NFkB inh, no call of its own (marks repeat the call); cell count; measured here: cells passing quality filter;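 raw number of nuclei counted in each imaged well without normalization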
IL1B NFkB pot cell count 2 µM = recorded beside IL1B NFkB pot, whose call it bears; cell count; measured here: cells passing quality filter
An asterisk follows results filed as active; ? = inconclusive; nt = no result given. The list is partial; rates above refer to the full screens.

mol,Bcl-B TR3 displacers,PLAP inhibition,IL1B NFkB pot,MRP resist rev cytotoxicity,IL1B NFkB inh,IL1B NFkB inh cell count 2 µM,IL1B NFkB pot cell count 2 µM,MRP resist rev,MRP resist rev with doxorubicin
CCn1c2ccccc2c2nnc(SCc3ccc(C(=O)OC)o3)nc21,-4%,-4%,4,84,-4,133,133,11,73
COc1cc(NC(=O)c2ccc(COCC(F)(F)F)o2)cc(OC)c1OC,-3%,-59%,4,98,-4,92,92,-18,115
CC(NC(=O)c1cn(C)c2ccc(S(=O)(=O)N3CCCC3)cc2c1=O)c1ccc2c(c1)OCCO2 (configuration not stated),0%,-44%,-10,nt,10,147,147,nt,nt
COc1cccc(CC(NC(C)=O)C(=O)NC2CCN(c3nnnn3-c3ccccc3)CC2)c1 (configuration not stated),0%,-9%,9,78,-9,173,173,3,76
COc1ccc(N(CC(O)Cn2nnc3ccccc32)S(=O)(=O)c2ccc(C)cc2)cc1 (configuration not stated),0%,-67%,17,87,-17,175,175,1,86
COc1ccc2nc(SCC(=O)N3CCN(c4ccccc4F)CC3)c(C#N)cc2c1,nt,nt,-46,52,46*,113*,113,-9,61
Cc1cc2nsnc2c(S(=O)(=O)NCC(=O)O)c1C,-1%,-27%,9,103,-9,118,118,2,101
Cc1c(C(=O)N2CCN(C)CC2)oc2ccc(S(=O)(=O)N3CCOCC3)cc12,-17%,-34%,nt,66,nt,nt,nt,-7,73
C#CC[N+](CC)(CC)CC#Cc1cccc(Cl)c1,-10%,36%,-5,nt,5,148,148,nt,nt
O=C(NCCCN1CCCC1=O)c1cccc(N2CCCC2=O)c1,-1%,-4%,8,96,-8,202,202,3,93
COC(=O)c1c(C)[nH]c(C(=O)OCc2ccc(F)cc2)c1C,6%,-4%,5,98,-5,147,147,14,84
CCCc1nnc(SCC(=O)Nc2ccc(OCC)cc2)n1N,-40%,12%,3,91,-4,177,177,1,91
COc1ncnc2c1cnn2-c1ccccc1,-10%,5%,15,102,-15,126,126,10,92
Cc1nnc(NC2=NCCC2)o1,-14%,9%,2,103,-2,82,82,10,93
CCOC(=O)C1CCN(CC(=O)Nc2c(C(=O)OC)[nH]c3ccc(Cl)cc23)CC1,-8%,10%,-1,42,1,100,100,31,12
COc1ccc2ccccc2c1CN1CCCC(CO)C1 (configuration not stated),-3%,-7%,nt,94,nt,nt,nt,2,92
NC(=O)C1CCN(C2=C(Cl)C(=O)c3ccccc3C2=O)CC1,-1%,28%,-6,nt,6,105,105,nt,nt
Fc1c(F)c(C(F)(F)F)c(F)c(F)c1N/N=C\c1cccs1,1%,6%,20,61,-20,210,210,11,51
O=C(COC(=O)c1ccc(Br)c(S(=O)(=O)N2CCOCC2)c1)NCC1CCCO1 (configuration not stated),12%,-20%,nt,102,nt,nt,nt,25,77
CCN(CC)CCOC(=O)c1cccc(Cl)c1,2%,-29%,14,94,-14,137,137,15,79

2 entries from above, with two lines to a compound:
Values run as follows: Bcl-B TR3 displacers	PLAP inhibition	IL1B NFkB pot	MRP resist rev cytotoxicity	IL1B NFkB inh	IL1B NFkB inh cell count 2 µM	IL1B NFkB pot cell count 2 µM	MRP resist rev	MRP resist rev with doxorubicin
COc1ncnc2c1cnn2-c1ccccc1
  -10%	5%	15	102	-15	126	126	10	92
Cc1nnc(NC2=NCCC2)o1
  -14%	9%	2	103	-2	82	82	10	93

The results go on:
mol,Bcl-B TR3 displacers,PLAP inhibition,IL1B NFkB pot,MRP resist rev cytotoxicity,IL1B NFkB inh,IL1B NFkB inh cell count 2 µM,IL1B NFkB pot cell count 2 µM,MRP resist rev,MRP resist rev with doxorubicin
Brc1c(CSc2nncn2-c2ccccc2)nc2ncccn12,-3%,-4%,-1,87,1,87,87,5,83
O=C(c1c(F)c(F)c(F)c(F)c1F)N(Cc1ccccc1)Cc1ccccc1,-2%,43%,2,36,-2,95,95,-6,42
Cc1cc(C)c(NC(=O)CS(=O)CC(=O)NC2CCCc3ccccc32)c(C)c1 (configuration not stated),2%,15%,7,82,-7,170,170,-9,91
Cc1cc(N)c(-n2cc3c(=O)n(C)c(=O)n(C)c3c2)cc1C,-15%,-73%,nt,54,nt,nt,nt,-32,86
CC(=O)Nc1ccc(S(=O)(=O)N(C)CCOCc2ccccc2)cc1,-4%,-35%,2,nt,-2,180,180,nt,nt
O=C1CC(Nc2ccccc2)C(=O)N1Cc1ccccc1 (configuration not stated),-8%,25%,3,99,-3,154,154,14,85
CCOC(=O)c1cnc(N2CCOCC2)[nH]c1=O,2%,13%,-8,104,8,197,197,9,96
CCc1c(O)nc(SCC(=O)Nc2ccc(C)cc2)n(C2CCCCC2)c1=O,-8%,-37%,-9,90,8,108,108,-12,102
O=C(CSc1nc2ccccc2o1)NC(=O)NCc1ccccc1,4%,-16%,6,81,-6,148,148,-14,95
O=C(CNC(=O)c1ccco1)Nc1ccc(S(=O)(=O)N2CCCC2)cc1,-14%,18%,21,nt,-21,132,132,nt,nt
Cc1ccccc1NC(=O)C1CCN(c2cnccn2)CC1,nt,nt,2,90,-2,124,124,5,86
O=C1CC(c2ccncc2)c2cc3c(cc2N1)OCCO3 (configuration not stated),-6%,-6%,-4,93,4,115,115,18,75
COC(=O)c1ccccc1NC(=O)C1CC(=O)N(C2CCCCC2)C1 (configuration not stated),-2%,-45%,nt,93,nt,nt,nt,7,87
Cc1cc(NC(=O)CN2CC(C)OC(C)C2)n(-c2nc3ccccc3s2)n1 (configuration not stated),-4%,-44%,12,43,-12,107,107,-26,68
Cc1nn(-c2ccccc2)c(C)c1/C=N/N1CCN(c2ccccc2)CC1,13%,-33%,12,nt,-12,94,94,nt,nt
CCOC(=O)CC1(CC(=O)OCC)NC(=O)c2c(C)sc(C(=O)OCC)c2N1,-8%,-62%,5,72,-5,156,156,-17,89
O=C(Nc1ccc(NC(=O)c2cccs2)cc1)c1ccco1,-3%,4%,2,nt,-2,124,124,nt,nt
c1ccc2c(c1)ccc1nnc(SCc3ccc4c(c3)OCCO4)n12,6%,0%,-17,87,17,160,160,7,80
COC(=O)CN(n1cnnc1)S(=O)(=O)c1ccccc1,12%,-1%,8,99,-8,75,75,-2,101
Cn1c(NC(=O)c2ccc(Cl)s2)cc(=O)n(C)c1=O,nt,nt,2,85,-2,218,218,6,79
C=CCC(NCc1ccccc1)c1ccco1 (configuration not stated),-2%,-9%,0,98,0,73,73,0,98
CC(NC(=O)c1ccc(-c2cc(C(F)(F)F)ccc2Cl)o1)c1ccccc1 (configuration not stated),-9%,1%,26,78,-26,139,139,-4,82
Cn1cnc([N+](=O)[O-])c1Sc1ccccc1,-2%,11%,-7,nt,7,172,172,nt,nt
COC(=O)c1c(NC(=O)c2ccc(S(=O)(=O)N3CCOCC3)cc2)sc2c1CCN(C)C2,nt,nt,11,83,-11,141,141,-12,95
Cc1c(=O)n(OCc2ccccc2)c2ccccc2[n+]1[O-],-11%,11%,4,66,-4,148,148,13,53
CCCCN(C)CCCNC(=O)C1CC(=O)N(Cc2ccc(OC)cc2)C1 (configuration not stated),-2%,-29%,6,90,-6,88,88,-7,97
CCCS(=O)(=O)N1CCCC(C(=O)NCc2ccc3c(c2)OCO3)C1 (configuration not stated),7%,7%,5,70,-5,159,159,-18,88
CCn1c(C)cc(/C=C2\NC(=O)N(CC(=O)Nc3cccc(C)c3)C2=O)c1C,-37%,-16%,-2,nt,2,113,113,nt,nt
COC(=O)c1c(NC(NC(=O)C(C)(C)C)C(Cl)(Cl)Cl)sc2c1CCC2 (configuration not stated),-11%,-14%,?,nt,-46,120,nt,nt,nt
COc1ccccc1NC(=O)c1cc2ccc(O)cc2o/c1=N\O,-5%,12%,8,36,-8,95,95,-15,51
Clc1ccc(-c2csc3ncnc(NCCN4CCOCC4)c23)cc1,-3%,-55%,13,56,-13,83,83,31,25
C=CCN(CC=C)C(=O)Nc1cc(Cl)ccc1OC,-3%,9%,6,80,-6,113,113,9,71
CC(=O)c1c(N2CCOCC2)nc(=S)n(-c2cc(C)ccc2C)c1C,-7%,-2%,-22,96,22,138,138,-3,99
Cc1cccc(C)c1OCC(=O)Nc1oc(-c2ccccc2)c(-c2ccccc2)c1C#N,nt,nt,-49,27,49*,132*,132,-20,47
CCOP(=O)(OCC)C(C#N)=C1SCN(c2ccc(Cl)cc2)CS1,-7%,-72%,-9,89,9,135,135,-20,110
O=C1/C(=C\Nc2ccccc2)CCN1c1ncccn1,2%,22%,-16,93,-1,145,80,-2,96
COc1ccc(-c2c3c(nc4sc5c(=O)[nH]c(C)nc5c24)CCC3)cc1,-9%,-44%,8,nt,-8,141,141,nt,nt
Cc1ccc(S(=O)(=O)Cc2cn3cccnc3n2)cc1,-5%,5%,nt,86,nt,nt,nt,-11,97
c1ccc(-c2ccc(-n3ccnc3)cc2)cc1,-4%,30%,-1,97,3,76,76,2,95
COC(=O)c1c(N)c(C#N)c(C)n1-c1ccccc1,6%,0%,13,85,-13,140,140,8,77
O=C(NCCCn1ccnc1)c1csc2ccccc12,2%,18%,-1,98,1,107,107,16,82
COc1ccc(-n2nc(C(=O)NCC(=O)N3CCN(c4ccccn4)CC3)c3ccccc3c2=O)cc1,2%,-48%,6,77,-6,77,77,3,74
N#CC1=C(N)N(c2ccccc2Sc2ccccc2)C(=O)C1,-23%,-28%,nt,103,nt,nt,nt,14,88
Cc1cc(C(=O)CSc2nnc(-c3ccccc3)n2Cc2ccc3c(c2)OCO3)c(C)n1C,-3%,-13%,7,52,-7,108,108,-5,57
CCN(CC)S(=O)(=O)c1cc(C(=O)Nc2cc(Cl)ccc2N2CCN(C)CC2)ccc1Cl,10%,-62%,5,nt,-5,143,143,nt,nt
CC(=O)Nc1cccc(NC(=O)c2sc3ncn(CC(=O)N4CCCCC4)c(=O)c3c2C)c1,-4%,-38%,nt,nt,nt,nt,nt,nt,nt
CC(=O)Nc1cc(OC(C)=O)c2nonc2c1OC(C)=O,0%,1%,9,nt,-9,55,55,nt,nt
O=C(CSc1nnc(-c2ccc(Cl)cc2)n1Cc1ccco1)NCc1ccc2c(c1)OCO2,-5%,14%,13,93,-13,166,166,15,78
CC1CCCN(C(=O)CN2CCN(C(=O)c3ccco3)CC2)C1 (configuration not stated),4%,-36%,5,nt,-5,121,121,nt,nt
COc1ccccc1N1CCN(C(=O)C(=O)N/N=C/c2cccc(O)c2)CC1,4%,2%,-8,nt,8,134,134,nt,nt
COC(=O)c1cc(OC)c(OC)cc1NC(=O)Nc1ccc(OC)cc1,-5%,1%,-7,97,7,157,157,3,94
O=C(CNC(=O)c1ccco1)NCC(=O)OCc1ccc(C(=O)Oc2ccc(Cl)cc2)cc1,11%,22%,-5,92,5,177,177,18,74
C/C(=N\N=C(/N)SC1CC(=O)N(c2ccc(Br)cc2)C1=O)c1cccs1 (configuration not stated),-9%,-47%,14,nt,-14,118,118,nt,nt
CNC(=O)C1CCC(=O)N1Cc1ccccc1Cl (configuration not stated),0%,7%,4,95,-4,148,148,-5,100
CCOC(=O)C1=C(C)Nc2ncnn2C1/C=C/c1ccccc1 (configuration not stated),-7%,-1%,6,23,-6,140,140,-38,61
CC(C)(C)NC(=O)COc1ccc(CNCc2cccs2)cc1,1%,-10%,5,nt,-5,119,119,nt,nt
O=C(c1ccc(Cl)s1)N1CCOCC1,5%,6%,0,105,0,154,154,-1,106
Cc1csc(SCCn2c(N3CCN(c4ccccc4)CC3)nc3c2c(=O)[nH]c(=O)n3C)n1,-3%,-28%,-8,70,8,190,190,-10,80
